BioA inh: blocks M. tuberculosis BioA enzyme activity; purified M. tuberculosis BioA enzyme, plate reader; inhibition, % at 9.99 µM; 360,000 compounds, 0.096% hits; AID 602481; in the data active = inhibition above about 40%
An asterisk follows results filed as active. These rows are one share of the data; count on the stated rates, not on these rows.

Cc1noc(C)c1NC(=O)N(C)C[C@H]1Oc2c(NC(=O)Nc3ccc4c(c3)OCO4)cccc2C(=O)N([C@@H](C)CO)C[C@@H]1C
  BioA inh: 1.6
CCCC#Cc1cnc2c(c1)C(=O)N([C@H](C)CO)C[C@@H](C)[C@H](CN(C)Cc1ccncc1)O2
  BioA inh: 3.5
CNC[C@@H]1Oc2ccc(NS(=O)(=O)c3ccc(Cl)cc3)cc2CC(=O)N([C@H](C)CO)C[C@@H]1C
  BioA inh: -0.7
COc1ccc(CN(C)C[C@H]2Oc3ccc(NC(=O)Nc4ccc5c(c4)OCO5)cc3C(=O)N([C@@H](C)CO)C[C@@H]2C)cc1
  BioA inh: -0.6
C[C@@H]1CN([C@@H](C)CO)C(=O)c2cc(NC(=O)Nc3ccc4c(c3)OCO4)ccc2O[C@H]1CN(C)C
  BioA inh: -1.6
C[C@H](NC(=O)C[C@H]1C[C@@H]2c3cc(NC(=O)NC4CCCC4)ccc3O[C@@H]2[C@H](CO)O1)c1ccccc1
  BioA inh: -1.8
Cc1noc(C)c1S(=O)(=O)Nc1ccc2c(c1)CC(=O)N([C@@H](C)CO)C[C@H](C)[C@H](CN(C)C(=O)Nc1cccc3ccccc13)O2
  BioA inh: 3.4
C[C@H](O)C#Cc1cnc2c(c1)C(=O)N([C@@H](C)CO)C[C@@H](C)[C@H](CN(C)C(=O)Nc1ccc(C(F)(F)F)cc1)O2
  BioA inh: -0.4
C[C@H](CO)N1C[C@H](C)[C@H](CN(C)C(=O)Nc2ccccc2)Oc2ncc(-c3ccc(F)cc3)cc2C1=O
  BioA inh: 15
CCCNC(=O)Nc1ccc2c(c1)OC[C@H](C)N(C(=O)CC)C[C@H](C)[C@H](OC)CN(C)C2=O
  BioA inh: -1.0
CC(C)C#Cc1cnc2c(c1)C(=O)N([C@H](C)CO)C[C@H](C)[C@H](CN(C)C(=O)Nc1cc(F)ccc1F)O2
  BioA inh: 1.6
COc1ccc(S(=O)(=O)Nc2ccc3c(c2)C(=O)N([C@@H](C)CO)C[C@H](C)[C@H](CN(C)S(=O)(=O)c2ccc(C)cc2)OCCCC[C@@H](C)O3)cc1
  BioA inh: -1.2
Cc1noc(C)c1NC(=O)N(C)C[C@@H]1OCCCC[C@H](C)Oc2ccc(NC(=O)c3ccncc3)cc2C(=O)N([C@@H](C)CO)C[C@@H]1C
  BioA inh: -0.1
CN1c2ccc(-c3cccc(F)c3)cc2[C@@H]2[C@@H](CCN2C(=O)c2ccccc2F)[C@H]1CO
  BioA inh: -0.4
C[C@H](CO)N1C[C@H](C)[C@H](CN(C)CC2CCCCC2)Oc2ccc(NS(C)(=O)=O)cc2CC1=O
  BioA inh: 0.8
C[C@H](CO)N1C[C@H](C)[C@@H](CN(C)S(=O)(=O)c2ccc(C#N)cc2)OCc2ccccc2-c2ccccc2C1=O
  BioA inh: 1.0
COCC(=O)Nc1ccc2c(c1)OC[C@H](C)N(CCC(F)(F)F)C[C@@H](C)[C@H](OC)CN(C)C2=O
  BioA inh: 0.6
C[C@H](CO)N1C[C@H](C)[C@@H](CN(C)C(=O)Nc2ccc(F)cc2)OCCCC[C@H](C)Oc2ccc(NC(=O)Nc3ccc(F)cc3)cc2C1=O
  BioA inh: -0.2
CC(C)NC(=O)N[C@H]1C=C[C@H](CC(=O)NC2Cc3ccccc3C2)O[C@H]1CO
  BioA inh: -2.0
C[C@@H]1CN([C@@H](C)CO)C(=O)Cc2cc(NC(=O)Nc3ccc(F)cc3)ccc2O[C@H]1CN(C)C
  BioA inh: 1.1
COc1cccc(S(=O)(=O)N2C[C@@H](O)COC[C@@H]3O[C@H](CC(=O)Nc4ccccc4)CC[C@H]32)c1
  BioA inh: -1.2
C[C@@H]1CCCCO[C@@H](CN(C)C(=O)Nc2ccc3c(c2)OCO3)[C@H](C)CN([C@@H](C)CO)C(=O)c2cc(NC(=O)Nc3ccc4c(c3)OCO4)ccc2O1
  BioA inh: 0.0
CN(C[C@H]1[C@@H](c2ccccc2)[C@@H](CO)N1Cc1ccccn1)S(C)(=O)=O
  BioA inh: -2.3
C[C@@H]1CN([C@H](C)CO)C(=O)c2cccc(NS(C)(=O)=O)c2O[C@H]1CN(C)CC1CC1
  BioA inh: 1.1
Cc1noc(C)c1NC(=O)Nc1cccc2c1O[C@H](CN(C)CC1CCCCC1)[C@@H](C)CN([C@@H](C)CO)C2=O
  BioA inh: 0.7

O=C(CN1CCOCC1)NCC[C@@H]1CC[C@H](NC(=O)Cc2ccccn2)[C@@H](CO)O1
  BioA inh: 0.0
C[C@H](CO)N1C[C@H](C)[C@@H](CN(C)Cc2ccc(C(=O)O)cc2)Oc2ccc(NS(=O)(=O)c3ccc(F)cc3)cc2C1=O
  BioA inh: -3.9
COc1ccc(S(=O)(=O)N(C)C[C@@H]2OCCCC[C@H](C)Oc3ccc(NC(=O)Nc4cccc5ccccc45)cc3C(=O)N([C@H](C)CO)C[C@@H]2C)cc1
  BioA inh: -0.7
C[C@@H]1CN([C@H](C)CO)C(=O)c2cc(/C=C/c3ccccc3)cnc2O[C@H]1CN(C)C(=O)C1CCOCC1
  BioA inh: -0.9
C[C@@H]1CN([C@@H](C)CO)C(=O)Cc2cc(NC(=O)CCCCCC(=O)Nc3ccccc3N)ccc2O[C@@H]1CN(C)C(=O)Nc1ccc(C(F)(F)F)cc1
  BioA inh: -1.4
N#C[C@H]1[C@H](c2ccccc2)[C@H](CO)N1C(=O)CN1CCOCC1
  BioA inh: 1.5
C[C@H](CO)N1C[C@H](C)[C@H](CN(C)S(=O)(=O)c2cn(C)cn2)Oc2ccc(NC(=O)Cc3cn(C)c4ccccc34)cc2C1=O
  BioA inh: 1.4
Cc1ccc(S(=O)(=O)Nc2ccc3c(c2)C(=O)N([C@@H](C)CO)C[C@@H](C)[C@@H](CN(C)C(=O)Nc2cccc4ccccc24)OCCCC[C@@H](C)O3)cc1
  BioA inh: -3.1
Cc1ccc(S(=O)(=O)Nc2ccc3c(c2)C(=O)N([C@@H](C)CO)C[C@@H](C)[C@@H](CN(C)Cc2ccccc2)OCCCC[C@@H](C)O3)cc1
  BioA inh: 1.5
COc1ccccc1NC(=O)N[C@@H]1CC[C@H](CC(=O)N[C@@H](C)c2ccccc2)O[C@@H]1CO
  BioA inh: 2.7
CC(C)NC(=O)N1C[C@@H]2[C@H](c3ccccc31)[C@H](CO)N2C(=O)c1ccncc1
  BioA inh: 2.6
CCS(=O)(=O)N1CCCCN2[C@H](C1)[C@@H](c1ccc(-c3ccccc3)cc1)[C@@H]2CO
  BioA inh: -2.5
CC(C)C#Cc1cnc2c(c1)C(=O)N([C@@H](C)CO)C[C@H](C)[C@@H](CN(C)C(=O)c1cccc(F)c1)O2
  BioA inh: -2.3
O=C(C[C@H]1C[C@H]2c3cc(NS(=O)(=O)c4ccc(F)cc4)ccc3O[C@H]2[C@@H](CO)O1)NCc1cccc(F)c1
  BioA inh: 0.2
CC(C)CC#Cc1ccc2c(c1)O[C@@H](CN(C)C(=O)c1ccccc1)[C@H](C)CN([C@H](C)CO)S2(=O)=O
  BioA inh: 0.7
OC[C@H]1[C@@H](c2ccc(C#CC3(O)CCCC3)cc2)[C@H]2CN(Cc3cccnc3)CCCCN21
  BioA inh: -5.1
Cc1noc(C)c1S(=O)(=O)N(C)C[C@@H]1OCCCC[C@@H](C)Oc2ccc(NS(=O)(=O)c3ccc(F)cc3)cc2C(=O)N([C@H](C)CO)C[C@H]1C
  BioA inh: 0.0
Cc1noc(C)c1S(=O)(=O)Nc1ccc2c(c1)CC(=O)N([C@H](C)CO)C[C@@H](C)[C@@H](CN(C)Cc1ccc(C(=O)O)cc1)O2
  BioA inh: -0.9
CN(C)C(=O)C[C@H]1C[C@@H]2c3cc(NC(=O)CC4CC4)ccc3O[C@@H]2[C@H](CO)O1
  BioA inh: -1.2
COc1ccc(S(=O)(=O)Nc2ccc3c(c2)C(=O)N([C@@H](C)CO)C[C@H](C)[C@@H](CN(C)S(=O)(=O)c2c(C)noc2C)OCCCC[C@H](C)O3)cc1
  BioA inh: -1.5
CNC[C@@H]1Oc2cc(C#CC(C)(C)O)ccc2S(=O)(=O)N([C@@H](C)CO)C[C@H]1C
  BioA inh: -4.4
C[C@H](CO)N1C[C@H](C)[C@H](CN(C)Cc2ccc(-c3ccccc3)cc2)Oc2ccc(NC(=O)Nc3ccc4c(c3)OCO4)cc2CC1=O
  BioA inh: -1.8
COc1ccc(-c2ccc([C@@H]3[C@@H](CO)N(C(=O)c4cccc(F)c4)[C@H]3C#N)cc2)cc1
  BioA inh: 0.1
C[C@@H]1CN([C@@H](C)CO)C(=O)c2cc(NC(=O)CCC(F)(F)F)ccc2O[C@@H](C)CCCCO[C@@H]1CN(C)C(=O)c1ccccc1
  BioA inh: 2.6
Cc1ccc(F)cc1S(=O)(=O)N[C@@H]1CCN(Cc2cccc3[nH]ccc23)C1
  BioA inh: -1.7

C[C@H](CO)N1C[C@H](C)[C@@H](CN(C)C(=O)Cc2ccncc2)Oc2cc(C3=CCCC3)ccc2S1(=O)=O
  BioA inh: -4.0
CN(C)C(=O)C[C@@H]1C=C[C@H](NC(=O)C2CCC2)[C@@H](CO)O1
  BioA inh: 3.4
C[C@H]1CN([C@@H](C)CO)C(=O)c2cc(NC(=O)CCC(F)(F)F)ccc2O[C@H]1CN(C)Cc1ccc(Cl)c(Cl)c1
  BioA inh: 0.6
O=C(C[C@@H]1CC[C@@H]2[C@H](COC[C@H](O)CN2C(=O)c2ccc(F)cc2)O1)N1CCOCC1
  BioA inh: -1.4
C[C@H]1CN([C@@H](C)CO)C(=O)c2cc(C#CC3(O)CCCC3)cnc2O[C@H]1CN(C)S(C)(=O)=O
  BioA inh: 2.6
C[C@@H]1CN([C@@H](C)CO)C(=O)CCCn2cc(nn2)CO[C@H]1CN(C)Cc1ccccc1C(F)(F)F
  BioA inh: -1.0
CC(C)NC(=O)N(C)C[C@H]1OCCCC[C@H](C)Oc2ccc(NC(=O)CCC(F)(F)F)cc2C(=O)N([C@@H](C)CO)C[C@H]1C
  BioA inh: 1.2
C[C@H](CO)N1C[C@H](C)[C@H](CN(C)C(=O)C2CC2)Oc2cc(-c3ccc(C#N)cc3)ccc2S1(=O)=O
  BioA inh: 2.3
CO[C@@H](CN(C)C(=O)c1ccc2c(c1)OCO2)[C@@H](C)CN([C@H](C)CO)S(=O)(=O)c1ccc(Cl)cc1
  BioA inh: -1.1
Cn1cnc(S(=O)(=O)N2C[C@H](O)COC[C@H]3O[C@H](CC(=O)NCc4cccc(F)c4)CC[C@@H]32)c1
  BioA inh: -2.2
COc1ccc(S(=O)(=O)N(C)C[C@@H]2OCCCC[C@@H](C)Oc3ccc(NC(=O)NC(C)C)cc3C(=O)N([C@@H](C)CO)C[C@@H]2C)cc1
  BioA inh: -3.5
CCCNC(=O)N(C)C[C@H]1Oc2ncc(C#C[C@H](C)O)cc2C(=O)N([C@@H](C)CO)C[C@@H]1C
  BioA inh: 0.5
CO[C@H]1CN(C)C(=O)c2cc(NC(=O)c3ccccc3F)ccc2OC[C@@H](C)N(C(=O)c2ccccc2F)C[C@@H]1C
  BioA inh: 2.6
CN1C[C@@H]2[C@H](c3ccccc31)[C@@H](CO)N2Cc1ccccc1F
  BioA inh: -4.8
C[C@H](CO)N1C[C@H](C)[C@H](CN(C)C(=O)CN(C)C)Oc2ncc(C#CC3(O)CCCC3)cc2C1=O
  BioA inh: 0.7
CC(C)(O)C#Cc1ccc([C@H]2[C@@H](CO)N3CCCCN(C(=O)c4cccc(F)c4)C[C@H]23)cc1
  BioA inh: -3.9
COc1ccc(S(=O)(=O)N(C)C[C@@H]2Oc3ccc(NC(=O)Nc4ccc(F)cc4)cc3CC(=O)N([C@@H](C)CO)C[C@@H]2C)cc1
  BioA inh: -3.1
COCC(=O)Nc1ccc2c(c1)[C@H]1C[C@@H](CC(=O)NCc3ccc(OC)cc3)O[C@@H](CO)[C@H]1O2
  BioA inh: -0.4
CC(C)C#Cc1ccc2c(c1)O[C@@H](CN(C)Cc1cccnc1)[C@@H](C)CN([C@H](C)CO)S2(=O)=O
  BioA inh: 9.0
Cc1noc(C)c1NC(=O)N(C)C[C@@H]1Oc2ccc(NC(=O)C3CC3)cc2C(=O)N([C@@H](C)CO)C[C@H]1C
  BioA inh: -0.4
Cc1noc(C)c1NC(=O)N(C)C[C@@H]1Oc2ccc(NS(=O)(=O)c3ccccc3)cc2C(=O)N([C@@H](C)CO)C[C@@H]1C
  BioA inh: -2.7
O=C(Cc1cccnc1)N1CCCCN2[C@H](CO)[C@@H](c3ccc(C#CC4(O)CCCC4)cc3)[C@H]2C1
  BioA inh: -2.5
CO[C@H](CN(C)C(=O)c1cc(Cl)cc(Cl)c1)[C@H](C)CN(C(=O)Nc1ccc(F)cc1)[C@@H](C)CO
  BioA inh: 0.4
CO[C@H]1CN(C)C(=O)c2cc(NS(=O)(=O)c3c(C)noc3C)ccc2OC[C@@H](C)NC[C@@H]1C
  BioA inh: 1.0
CNC(=O)C[C@H]1CC[C@H]2[C@@H](COC[C@H](O)CN2C(=O)Nc2ccc(Cl)c(Cl)c2)O1
  BioA inh: -1.5

Reformatted bar-delimited: part of the list above
compound | BioA inh
C[C@H](CO)N1C[C@H](C)[C@H](CN(C)C(=O)C2CC2)Oc2cc(-c3ccc(C#N)cc3)ccc2S1(=O)=O | 2.3
CO[C@H]1CN(C)C(=O)c2cc(NS(=O)(=O)c3c(C)noc3C)ccc2OC[C@@H](C)NC[C@@H]1C | 1.0
COc1ccc(S(=O)(=O)N(C)C[C@@H]2OCCCC[C@@H](C)Oc3ccc(NC(=O)NC(C)C)cc3C(=O)N([C@@H](C)CO)C[C@@H]2C)cc1 | -3.5
Cc1noc(C)c1NC(=O)N(C)C[C@@H]1Oc2ccc(NS(=O)(=O)c3ccccc3)cc2C(=O)N([C@@H](C)CO)C[C@@H]1C | -2.7

Continued.
CN1C(=O)c2cc(NC(=O)Cc3ccccc3)ccc2OC[C@H]2O[C@@H](CC(=O)NC3CCC3)CC[C@@H]21
  BioA inh: 1.7
COc1cccc(-c2cnc3c(c2)C(=O)N([C@H](C)CO)C[C@H](C)[C@@H](CN(C)Cc2ccc(C(=O)O)cc2)O3)c1
  BioA inh: -0.4
CNC[C@H]1OCCCC[C@@H](C)Oc2ccc(NS(=O)(=O)c3cn(C)cn3)cc2C(=O)N([C@H](C)CO)C[C@H]1C
  BioA inh: -1.3
C[C@H]1CN([C@@H](C)CO)C(=O)Cc2cc(NS(=O)(=O)c3cccs3)ccc2O[C@H]1CN(C)Cc1ccncc1
  BioA inh: -0.9

High-throughput results deposited in PubChem BioAssay by Broad Institute.
